FLuc modulator: qHTS profiling assay for firefly luciferase inhibitor/activator using purifed enzyme and Km concentrations of substrates (counterscreen for miR-21 project); actives 6.9% (n = 360,000); purified FLuc, Km substrates, luminescence inhibition; AID 588342, 2011; Potency, µM (titrated, usually from 57.5 µM), for inactives: top-dose activity change, negative = inhibition, actives largely listed as inhibitors; Luciferin 4-monooxygenase (Photinus pyralis), P08659;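 further: plate controls were vehicle for no effect and reference inhibitor for full effect; nearly all actives have a fitted effect of over 55% in size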
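Biochemical qHTS of compounds, final roughly 60 µM downward over six points, against 10 nM purified firefly luciferase using Km concentrations of substrates (10 uM D-luciferin, 10 uM ATP) in Tris acetate pH 7.5 buffer; luminescence output.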
NPC1 promoter act: qHTS Assay for NPC1 Promoter Activators | Huh7 NPC1 promoter luciferase reporter, 24 h | Potency, µM (titrated, usually from 9.22 µM), without a hit: at the top dose activation, usual class: activators | actives 2.4% (n = 320,000);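 further: % of control where 0% means no effect; nearly all actives have a fitted effect of over 60% in size; reporter is driven by a mutant NPC1 promoter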
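NPC1 promoter–luciferase Huh7 cells; 24 h compound; luminescence.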
MBNL1 CUG block: qHTS Assay for Inhibitors of MBNL1-poly(CUG) RNA binding; Muscleblind-like protein 1 (Homo sapiens), Q9NR56; Potency, µM (series often up to 57.5 µM), for the others: at the highest dose activity change, negative = inhibition, hits mostly inhibitors; AID 2675, 2010; TR-FRET MBNL1-His/biotin-(CUG)12 binding, 665/545 ratio; actives 0.036% (n = 280,000); active means well fitted inhibition curve with a large enough effect in the signal ratio, with a control signal flat, not every such curve was filed as active; inconclusive means small, poorly fitted or top-dose-only effect, or effect the other way, or a change in a side signal; inactive means no such curve, though single readings can be large or run the other way; the % refers to the signal ratio; further: on the % scale 0 is the no-effect control and ±100 the full control effect
Target sequence (Q9NR56 whole entry, looked up): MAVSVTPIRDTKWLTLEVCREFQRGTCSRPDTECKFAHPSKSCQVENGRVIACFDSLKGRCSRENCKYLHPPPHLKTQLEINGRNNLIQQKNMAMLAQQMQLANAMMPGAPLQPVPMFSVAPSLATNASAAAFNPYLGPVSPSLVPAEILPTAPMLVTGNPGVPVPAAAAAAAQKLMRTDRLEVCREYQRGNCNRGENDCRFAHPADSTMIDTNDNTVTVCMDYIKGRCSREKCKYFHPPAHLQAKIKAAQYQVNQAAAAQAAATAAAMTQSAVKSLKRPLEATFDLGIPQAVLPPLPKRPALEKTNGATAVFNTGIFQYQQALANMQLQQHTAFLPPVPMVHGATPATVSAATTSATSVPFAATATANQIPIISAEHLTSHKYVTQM
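Inhibition of protein-RNA binding appears as loss of TR-FRET between terbium anti-His antibody on MBNL1-His and streptavidin-XL665 on biotin-(CUG)12. Activity is normalized to buffer-only and uninhibited-complex controls.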
Rab9 promoter act: qHTS Assay for Rab9 Promoter Activators. Huh7 Rab9 promoter-luciferase reporter, luminescence, 24 h. Potency, µM (series often up to 9.22 µM), inactives show at the highest dose activation, negative = inhibition, actives largely listed as activators. actives 2.8% (n = 320,000). AID 485297, 2010; further: % of control where 0% means no effect; nearly all actives have a fitted effect of over 60% in size
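Huh7 cells stably carrying a Rab9 promoter-luciferase reporter, 1500 cells per well in OP-MEM I with 10% FBS, treated with compound 24 hours at 37C. Luciferase activity read by luminescence after 10 minutes with Amplite reagent.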
p53 reactivation: qHTS assay for re-activators of p53 using a Luc reporter. actives 0.063% (n = 320,000). AID 504706, 2011. H1299 p53-A138V BP100-luciferase reporter, luminescence, 24 h. Potency, µM (top dose mostly 92.2 µM), for inactives: at the highest dose activity change, positive = activation, most hits filed as activators; further: % of control where 0% means no effect; nearly all actives have a fitted effect of over 45% in size
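H1299 (p53-null), stable ts p53-A138V + BP100-Luc; 1000 cells/well, Opti-MEM/10% FBS; cpd 4 pt, 1:5; 24 h, 37 deg C, 5% CO2; detection reagent 10 min RT; luminescence.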
RORgamma inh: qHTS for inhibitors of ROR gamma transcriptional activity; AID 2551, 2010; Potency, µM (highest dose often 53.6 µM), without a hit: at the highest dose activity change, negative = inhibition, usual class: inhibitors; Nuclear receptor ROR-gamma (Mus musculus), P51450; Drosophila S2 Gal4-RORgamma UAS-luciferase reporter, 20 h; actives 5.4% (n = 310,000); further: on the % scale 0 is the no-effect control and ±100 the full control effect; nearly all actives have a fitted effect of over 60% in size
Target sequence (P51450 whole entry, looked up, the tested form may be a part): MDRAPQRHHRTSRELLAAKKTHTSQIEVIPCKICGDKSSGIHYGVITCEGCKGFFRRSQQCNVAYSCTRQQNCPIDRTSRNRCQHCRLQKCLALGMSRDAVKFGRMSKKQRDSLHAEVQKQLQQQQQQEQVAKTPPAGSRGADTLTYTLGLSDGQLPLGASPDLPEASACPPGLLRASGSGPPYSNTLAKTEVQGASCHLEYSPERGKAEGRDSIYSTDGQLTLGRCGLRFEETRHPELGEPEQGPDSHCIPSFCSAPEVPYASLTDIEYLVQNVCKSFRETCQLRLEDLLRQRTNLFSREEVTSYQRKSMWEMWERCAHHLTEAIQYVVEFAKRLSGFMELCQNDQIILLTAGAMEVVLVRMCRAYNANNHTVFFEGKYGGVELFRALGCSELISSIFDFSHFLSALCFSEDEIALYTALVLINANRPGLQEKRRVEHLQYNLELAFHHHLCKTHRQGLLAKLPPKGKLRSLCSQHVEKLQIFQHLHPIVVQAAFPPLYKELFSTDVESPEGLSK
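Luciferase reporter read in Schneider cells carrying Gal4-RORγ (mouse) and UAS-Photinus luciferase; cells given compound 1 h before 700 uM copper sulfate induction, then incubated 20 h at ambient temperature.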
uPA surface inh: qHTS for Inhibitors of Cell Surface uPA Generation; cell surface uPA generation assay, qHTS; Potency, µM (titrated, usually from 38.3 µM), inactives show top-dose activity change, negative = inhibition, hits mostly inhibitors; actives 0.31% (n = 330,000); AID 540303, 2011; active means well fitted inhibition curve with a large enough effect; inconclusive means small, poorly fitted or top-dose-only effect; inactive means no such curve, though single readings can be large or run the other way; tested in mouse RAW 264.7 cells; further: on the % scale 0 is the no-effect control and ±100 the full control effect; nearly all actives have a fitted effect of over 55% in size
VP16 counter: VP16 counterscreen qHTS for inhibitors of ROR gamma transcriptional activity; Drosophila S2 Gal4-VP16 UAS-luciferase, luminescence, 20 h; Potency, µM (series often up to 53.6 µM), without a hit: top-dose activity, negative = inhibition, actives largely listed as inhibitors; actives 3.5% (n = 310,000);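 further: Gal4-VP16 expression switched on by copper sulfate through the metallothionein promoter; on the % scale 0 is the no-effect control and ±100 the full control effect; nearly all actives have a fitted effect of over 50% in size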
ELG1 genotoxic: qHTS screen for small molecules that induce genotoxicity in human embryonic kidney (HEK293T) cells expressing luciferase-tagged ELG1; actives 1.3% (n = 330,000); Potency, µM (series often up to 46 µM), for the others: at the top dose activity change, positive = activation, usual class: activators; HEK293T ELG1-luciferase reporter, luminescence, 16 h; AID 504466, 2011; further: % of control where 0% means no effect; nearly all actives have a fitted effect of over 60% in size
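HEK293T cells expressing luciferase-tagged ELG1 were treated with compound or DMSO for 16 hr at 37°C. Luciferase activity was then read after 30 min with ONE-Glo at room temperature; rising signal flags genetic stress.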
BRCA1 expr up: qHTS Assay to Identify Small Molecule Activators of BRCA1 Expression. actives 1.1% (n = 380,000). MCF7-BRCA1-FFLuc reporter, luminescence, 48 h; response scale: scaled: vehicle 0%, 10 µM genistein 100%. Potency, µM (series often up to 46.1 µM), without a hit: top-dose activation, usual class: activators; further: nearly all actives have a fitted effect of over 80% in size; some results filed as inactive show a strong effect at the top dose
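MCF7-BRCA1-FFLuc, 2000 cells/well; 2 h attach, 37 °C/5% CO2; compound 48 h; luciferase substrate 15 min; luminescence end-point. Norm. to genistein 10 microM max activation and DMSO; concentration-response curves fitted.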
Starred values were filed as active, the others as inactive; ? = inconclusive; · = no result given; [ ] = another dose, or the depositor's remark. Unless noted, the call rests on the fitted dose curve; in most records, active means well fitted curve in the direction sought with a large enough effect; inconclusive means small, poorly fitted or top-dose-only effect, or another doubt; inactive means no such curve, though single readings can be large; an effect the other way counts as inactive or inconclusive. Potency means the concentration at half of the fitted maximal effect. The order is random (roughly 13% active in at least one column).

SMILES	FLuc modulator	NPC1 promoter act	MBNL1 CUG block	Rab9 promoter act	p53 reactivation	RORgamma inh	uPA surface inh	VP16 counter	ELG1 genotoxic	BRCA1 expr up
CCOC(=O)COc1ccc(Oc2nc(C)cc(OC)n2)nn1	0%	0%	5%	0%	12%	5%	·	-2%	0%	10%
CCOC(=O)N1CCN(c2ccc(C(C)=O)cc2F)CC1	-21%	2%	?	5%	-1%	?	0%	-5%	0%	11%
COc1ccc(CNC(=O)c2sc(=S)n(-c3ccc(OC)cc3)c2N)cc1	-14%	11%	?	-3%	-2%	-6%	·	4%	-4%	-3%
COc1ccc(NC(=O)Nc2ccncc2)c(OC)c1	0%	-4%	-7%	-1%	-5%	2%	6%	2%	-1%	-2%
O=c1[nH]c(-c2ccccn2)nc(C(F)(F)F)c1Br	-1%	-6%	33%[activator]	-4%	-3%	2.2µM*	-12%	5µM*	20%	-60%
CC1CN(C(=O)CCc2cc(C(C)(C)C)c(O)c(C(C)(C)C)c2)CC(C)O1 (stereo not given)	-18%	-3%	2%	5%	0%	-11%	-15%	5%	-5%	13%
COc1cc(CN(C(=S)NCC(=O)O)C2CCCC2)cc(OC)c1OC	-11%	0%	-14%	-5%	-2%	2%	2%	3%	-2%	5%
O=C(NCc1cccs1)c1ccc(N2CCCC2=O)cc1	-21%	14%	1%	27%	16%	23%	-4%	18%	15%	49%
O=C(O)c1ccc(COc2ccc3ccccc3c2/C=C2/NC(=O)N(c3ccccc3)C2=O)cc1	-16%	-3%	?	8%	-20%	?	·	?	-1%	-1%
CC(=O)Nc1ccc(/C(C)=N\NC(=O)c2ccc(-c3ccccc3)cc2)cc1	-2%	1%	-6%	9%	7%	?	·	-8%	-2%	·

Nine of these compounds in a different format:
| structure | FLuc modulator | NPC1 promoter act | MBNL1 CUG block | Rab9 promoter act | p53 reactivation | RORgamma inh | uPA surface inh | VP16 counter | ELG1 genotoxic | BRCA1 expr up |
| --- | --- | --- | --- | --- | --- | --- | --- | --- | --- | --- |
| CCOC(=O)COc1ccc(Oc2nc(C)cc(OC)n2)nn1 | 0% | 0% | 5% | 0% | 12% | 5% | · | -2% | 0% | 10% |
| CCOC(=O)N1CCN(c2ccc(C(C)=O)cc2F)CC1 | -21% | 2% | ? | 5% | -1% | ? | 0% | -5% | 0% | 11% |
| COc1ccc(CNC(=O)c2sc(=S)n(-c3ccc(OC)cc3)c2N)cc1 | -14% | 11% | ? | -3% | -2% | -6% | · | 4% | -4% | -3% |
| COc1ccc(NC(=O)Nc2ccncc2)c(OC)c1 | 0% | -4% | -7% | -1% | -5% | 2% | 6% | 2% | -1% | -2% |
| O=c1[nH]c(-c2ccccn2)nc(C(F)(F)F)c1Br | -1% | -6% | 33%[activator] | -4% | -3% | 2.2µM* | -12% | 5µM* | 20% | -60% |
| CC1CN(C(=O)CCc2cc(C(C)(C)C)c(O)c(C(C)(C)C)c2)CC(C)O1 (stereo not given) | -18% | -3% | 2% | 5% | 0% | -11% | -15% | 5% | -5% | 13% |
| COc1cc(CN(C(=S)NCC(=O)O)C2CCCC2)cc(OC)c1OC | -11% | 0% | -14% | -5% | -2% | 2% | 2% | 3% | -2% | 5% |
| O=C(NCc1cccs1)c1ccc(N2CCCC2=O)cc1 | -21% | 14% | 1% | 27% | 16% | 23% | -4% | 18% | 15% | 49% |
| O=C(O)c1ccc(COc2ccc3ccccc3c2/C=C2/NC(=O)N(c3ccccc3)C2=O)cc1 | -16% | -3% | ? | 8% | -20% | ? | · | ? | -1% | -1% |

The listing continues.
SMILES	FLuc modulator	NPC1 promoter act	MBNL1 CUG block	Rab9 promoter act	p53 reactivation	RORgamma inh	uPA surface inh	VP16 counter	ELG1 genotoxic	BRCA1 expr up
CC(=O)N/C(=C\c1cccs1)C(=O)O	-1%	-3%	-11%	2%	2%	-1%	5%	-3%	0%	18%
Cc1cc(C)n(-c2cc(N3CCOCC3)nc(-c3ccccc3)n2)n1	5%	0%	-9%	-4%	9%	-13%	13%	3%	-10%	-34%
Cc1ccc(OCCCC(=O)Nc2ccccc2C(F)(F)F)cc1	-6%	2%	-1%	-4%	-6%	12%	1%	-2%	0%	3%
O=C1C(Cl)=C(NCC2CCCO2)C(=O)N1c1cccc(Cl)c1Cl (stereo not given)	0%	-5%	?	1%	-15%	16%	2%	-4%	0%	-12%
CC1CCC2(CC1)NC(=O)N(CC(=O)Nc1nc(-c3ccc(F)cc3)cs1)C2=O (stereo not given)	-2%	0%	146%[activator]	-12%	3%	-11%	1%	-6%	-5%	-20%
O=C1CCC(=O)N1OCCOc1ccccc1	-2%	-6%	-6%	-5%	6%	7%	-3%	-13%	-3%	10%
O=C1C=C(c2cccc3c2sc2ccccc23)C[C@@H](c2ccc(F)cc2)C1	6%	-2%	·	-3%	1%	·	-1%	·	-1%	-11%
COc1ccc2[nH]c3c(c2c1)CCN1C(=O)C(CC(=O)NCCCN(C)C)C[C@H](C(=O)N2CCOCC2)[C@@]31CCC1CCCC1 (stereo not given in full)	·	·	·	·	-5%	·	10%	·	8%	2%
O=C(c1ccco1)N1CCN(C(=S)NC2CC3CCC2C3)CC1 (stereo not given)	5%	-2%	0%	1%	-1%	39%	1%	-17%	5%	0%
CCC(C)NC(=O)C1CCCN(c2nc(C)cc(OC)n2)C1 (stereo not given)	0%	1%	2%	-5%	1%	11%	0%	0%	-1%	-22%
O=C(CC1C(=O)NCCN1CC1CCCCC1)NCc1cc(F)ccc1F (stereo not given)	-1%	-7%	11%	1%	11%	?	2%	-10%	0%	0%
COc1ccccc1C(CNC(=O)C(C)(C)Oc1ccc(Cl)cc1)N1CCCC1 (stereo not given)	4%	1%	·	2%	0%	·	-2%	·	-4%	-6%
N#Cc1ccc(-c2csc(NC3=NCCCCC3)n2)cc1	?	13%	?	24%	20%	?	-5%	?	14%	?
CC(C)C(O)C1CCN(Cc2nc(Cc3ccccc3Cl)no2)CC1 (stereo not given)	?	11%	-1%	10%	1%	16%	13%	12%	3%	42%
O=C(CN1CCOCC1)Nc1c(C(=O)C2CC2)oc2ccccc12	2%	-1%	?	-11%	-4%	0%	-17%	-12%	-1%	-2%
CCC1CCCCN1C(=O)COc1ccc(S(=O)(=O)N2CCOCC2)cc1Cl (stereo not given)	-2%	-1%	·	-4%	-1%	·	0%	·	2%	-14%
COc1ccccc1C1C2C(=O)N(c3ccccc3)C(=O)C2ON1c1ccccc1 (stereo not given)	-2%	-2%	-1%	-6%	5%	6%	2%	7%	3%	-1%
O=C(CN1C(=O)C2CCCCC2C1=O)Nc1ccc(S(=O)(=O)Nc2ncccn2)cc1 (stereo not given)	4%	-3%	-6%	-3%	?	4%	-1%	0%	3%	-15%
Cc1ccc(/C(O)=C2/C(=O)C(=O)N(CCCn3ccnc3)C2c2ccccn2)cc1 (stereo not given)	-2%	1%	0%	1%	-4%	-29%	·	-1%	1%	·
C/C(=N\NC(=O)c1csc(C)c1C)c1ccco1	7.6µM*	4µM*	11%	2.2µM*	7.9µM*	?	-7%	-23%	6.5µM*	-2%
Cc1ccc(-c2cc(C(F)F)n3ncc(C(=O)N4CCN5CCCC5C4)c3n2)cc1 (stereo not given)	3%	-5%	?	-1%	2%	7%	-10%	2%	1%	-8%
O=S(=O)(NC1=NCCC1)c1ccc(F)cc1	-1%	0%	0%	0%	-3%	-8%	0%	10%	2%	-23%
Nc1c(N2CCCCC2)c2ccccc2oc1=O	-8%	0%	?	-2%	-4%	-15%	-7%	0%	0%	-1%
CC(=O)c1ccc(-n2ccnc2)cc1	0%	4%	5%	-8%	5%	-7%	-7%	-5%	-2%	1%
Cc1nn(C)c(C)c1S(=O)(=O)N(CC(=O)NCCN1CCOCC1)c1ccc(C(C)C)cc1	3%	-6%	-3%	-5%	-14%	27%	-1%	-1%	-1%	-2%
Nc1nc(CSc2ncn[nH]2)nc(Nc2ccc(F)cc2)n1	-15%	7%	-5%	22%	4%	0%	7%	?	15%	113%
CCN(CC)CC(=O)NN(Cc1ccccc1)c1ccccc1	3%	0%	4%	-12%	-2%	0%	0%	0%	-1%	-15%
COc1ccc(S(=O)(=O)Nc2ccccc2C(=O)NC2CC2)cc1NC(C)=O	1%	-3%	·	2%	6%	·	5%	·	-1%	-7%
CCOC(=O)c1sc(NC(=O)C(C)Sc2nnc(N)s2)nc1C (stereo not given)	-8%	-3%	-2%	-1%	2%	-6%	-20%	-13%	13%	22%
NC(=O)c1cc(-c2csc(-c3cccnc3)n2)ccc1O	?	24%	?	4%	13%	-8%	3%	13%	4%	?
CN1CCN(C(=O)CC2(CC(=O)O)CCCC2)CC1	-2%	-5%	-1%	2%	0%	-12%	4%	6%	3%	-13%

From PubChem
